Screens from PubChem.
STK33 kinase inh: inhibitors of purified STK33 kinase, primary screen, biochemical, ADP-Glo luminescence, homogeneous, cell-free | Serine/threonine-protein kinase 33 (Homo sapiens), Q9BYT3 | MBP phosphorylation | inhibition, % at 10 µM | actives 0.073% (n = 320,000) | AID 2661, 2010;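 active means inhibition at or above 25%, using the most active replicate where run in duplicate; inactive means inhibition below 25%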
Target sequence (Q9BYT3 whole entry, looked up): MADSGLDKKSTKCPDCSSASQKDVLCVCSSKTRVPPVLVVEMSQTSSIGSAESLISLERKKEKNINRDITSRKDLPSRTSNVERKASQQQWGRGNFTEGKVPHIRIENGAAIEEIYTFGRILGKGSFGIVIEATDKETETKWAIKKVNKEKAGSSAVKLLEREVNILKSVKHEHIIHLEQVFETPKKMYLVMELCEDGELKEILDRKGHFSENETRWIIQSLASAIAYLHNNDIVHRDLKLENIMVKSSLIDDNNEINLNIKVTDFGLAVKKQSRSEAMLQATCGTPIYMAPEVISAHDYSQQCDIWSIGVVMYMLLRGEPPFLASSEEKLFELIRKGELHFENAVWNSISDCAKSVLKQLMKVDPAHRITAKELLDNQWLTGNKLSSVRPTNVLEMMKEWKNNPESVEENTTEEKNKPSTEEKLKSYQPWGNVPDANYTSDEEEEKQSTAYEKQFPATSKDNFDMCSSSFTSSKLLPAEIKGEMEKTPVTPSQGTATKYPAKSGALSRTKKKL
OX1R antag: antagonists of human orexin 1 receptor (OX1R); Orexin/Hypocretin receptor type 1 (Homo sapiens), O43613; OX1R-expressing cells, FRET antagonist read-out; inhibition, % at 6.6 µM; actives 1.8% (n = 330,000); in the data active means inhibition mostly above about 38%, no sharp cut-off; inactive means mostly below about 40%;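 further: 0% = agonist challenge alone and 100% = reference antagonist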
Target sequence (O43613 whole entry, looked up): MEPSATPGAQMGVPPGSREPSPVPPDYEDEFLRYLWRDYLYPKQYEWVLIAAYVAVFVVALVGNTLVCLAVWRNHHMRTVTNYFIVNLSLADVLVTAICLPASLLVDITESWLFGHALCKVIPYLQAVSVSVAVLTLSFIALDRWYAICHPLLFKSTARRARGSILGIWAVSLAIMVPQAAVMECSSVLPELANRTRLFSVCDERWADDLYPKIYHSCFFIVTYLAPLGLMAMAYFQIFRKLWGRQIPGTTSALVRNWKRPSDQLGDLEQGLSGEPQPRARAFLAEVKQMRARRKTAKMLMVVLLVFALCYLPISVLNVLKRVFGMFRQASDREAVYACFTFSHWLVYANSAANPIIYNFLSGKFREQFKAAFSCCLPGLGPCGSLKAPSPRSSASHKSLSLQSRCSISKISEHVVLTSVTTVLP
* marks the source's active call; other numbers are inactive results; · = no result given; & = joins results of further samples.

Sequence of screens: STK33 kinase inh	OX1R antag
- COc1ccc(C2(O)CCN(CC(=O)Nc3nccs3)CC2)c(OC)c1
→ -0.4	11
- COc1ccc(S(=O)(=O)Nc2ccc(S(=O)(=O)N3CCOCC3)cc2)cc1
→ -1.7	17
- O=C(Nc1ccc(N2CCOCC2)cc1)c1cc(F)c(F)cc1Cl
→ ·	4
- Cc1ccc(-n2c(=O)c3sccc3n(CC(=O)NC3CCCCC3)c2=O)cc1
→ -1.7	4
- CCN(CC)C(=O)c1[nH]cnc1C(=O)NC1CCN(C(=O)OC(C)(C)C)CC1
→ 0.5	11
- COc1cc(C(=O)CSc2nncn2C)cc(OC)c1OC
→ -1.5	23
- CCCCN(C(=O)CCC(=O)Nc1cc(C)on1)C(C(=O)NC(C)(C)CC)c1cccc(OC)c1OC (stereo unspecified)
→ -0.9	29
- CCN(CC)C(=O)CSc1ncccc1-c1nc2ccccc2[nH]1
→ 0.9	19
- CCOC(=O)CN1CC23C=CC(O2)C(C(=O)NCc2ccccc2OC)C3C1=O (stereo unspecified)
→ 0.4	16
- CCCOc1ccc(N2C(=O)CC(N3CCC(O)(c4cccc(C(F)(F)F)c4)CC3)C2=O)cc1 (stereo unspecified)
→ -0.9	26
- CCCc1cnc(N2CCN(S(=O)(=O)c3cccs3)CC2)nc1
→ -2.0	3
- CCCCC(=O)Nc1cc2nn(-c3ccc(OC)cc3)nc2cc1C
→ 0.8	4
- CCN1CCN(Cc2ccc(NC(=O)c3ccc(C)c(NC(=O)C(=O)c4c[nH]c5ccccc45)c3)cc2C(F)(F)F)CC1
→ -0.2&-1.5	46&21
- CCOc1ccccc1N1CCN(C(=O)c2c(-c3ccccc3Cl)noc2C)CC1
→ -1.9	5
- O=C(NCc1cccnc1)c1ccc2c(c1)OCO2
→ -0.2	13
- COC(=O)[C@H]1C[C@H]1[C@@H](NC(=O)c1ccc[nH]1)c1ccccc1
→ -3.0	15
- Cc1noc(C)c1COc1cccc(C(=O)Oc2ccc3c(c2)OCO3)c1
→ -0.3	14
- Cc1cc(C(=O)OCC(=O)Nc2nnc(C(C)C)s2)c2ccccc2n1
→ -1.1	22
- CCOC(=O)C1CCN(C(=O)COC(=O)c2nn(C)c(=O)c3ccccc23)CC1
→ 0.0	22
- CCOC(=O)CC1=CSC2=NS(=O)(=O)CCN12
→ -0.1	9

One compound at a time (already shown):
`CCOC(=O)CC1=CSC2=NS(=O)(=O)CCN12` is listed with STK33 kinase inh = -0.1; OX1R antag = 9
`CCCCN(C(=O)CCC(=O)Nc1cc(C)on1)C(C(=O)NC(C)(C)CC)c1cccc(OC)c1OC` (stereo unspecified) is listed with STK33 kinase inh = -0.9; OX1R antag = 29

(cont.)
Sequence of screens: STK33 kinase inh	OX1R antag
- O=C(NCCc1ccncc1)Nc1ccc(Cl)c(Cl)c1
→ 0.2	25
- Cc1noc(C)c1S(=O)(=O)Nc1cccc(CO)c1
→ -0.2	-3
- Cc1ccc(S(=O)(=O)NCc2ccc(C(=O)N3CCN(c4ccccc4)CC3)cc2)cc1
→ -1.2	4
- CC(C)(C)NC(=O)NC(=O)CSc1ncc(C(F)(F)F)cc1Cl
→ 0.1	5
- Cc1ccc(NS(=O)(=O)c2ccc(C(=O)N3CC(C)CC(C)C3)cc2)cc1 (stereo unspecified)
→ -1.0	0
- Cc1cc(NC(=O)CSc2nnc(-c3ccncc3)n2-c2ccccc2)no1
→ -0.3	14
- Cc1ccc(NC2CCCN(C(=O)c3cc(C(C)C)[nH]n3)C2)cc1C (stereo unspecified)
→ 1.9	·
- N#Cc1c(/N=C/N2CCCC2)oc(-c2ccccc2)c1-c1ccccc1
→ -3.6	24
- O=C(Cn1ncc2c(=O)oc3ccccc3c21)NCc1cccnc1
→ -0.1	10
- COC(=O)c1cc(NC(=O)Cc2cccs2)cc(C(=O)OC)c1
→ -1.1	13
- O=C(O)c1ccc(COc2cccc(CO)c2)cc1
→ 9.6	-1
- CCN(C(=O)Cc1ccc(Br)cc1)C1CCCCC1
→ 0.0	11
- COc1ccc(-c2cc(C(F)(F)F)nc(SCCC(=O)N3CCOCC3)n2)cc1
→ -1.7	16
- Cc1noc(C(=O)Nc2ccc3c(c2)OCO3)c1Cl
→ -0.8	15
- COc1ccc(NC(=O)C2CCCN(S(=O)(=O)c3ccc(-n4cnnn4)cc3)C2)cc1 (stereo unspecified)
→ -0.7	3
- CC1CCN(C(=O)CSc2nnc3c(n2)[nH]c2ccc(F)cc23)CC1
→ -2.2	15
- CCC(C(=O)NCc1cccnc1)n1nc(C)c2sc3ccccc3c2c1=O (stereo unspecified)
→ 0.4	18
- O=S(=O)(c1cccc(S(=O)(=O)N2CCC(Cc3ccccc3)CC2)c1)N1CCOCC1
→ -0.3	17
- CCOc1cc2[nH]c(=O)n(CCCCCC(=O)NC3CCCC3)c(=O)c2cc1OCC
→ -1.2	11
- CC(C)(C)c1cc(=O)n2c(C#N)c(C#N)nc2[nH]1
→ -0.3	19

Reprinted at random: three entries already listed
Sequence of screens: STK33 kinase inh	OX1R antag
- CC(C)(C)NC(=O)NC(=O)CSc1ncc(C(F)(F)F)cc1Cl
→ 0.1	5
- O=C(Cn1ncc2c(=O)oc3ccccc3c21)NCc1cccnc1
→ -0.1	10
- Cc1ccc(NC2CCCN(C(=O)c3cc(C(C)C)[nH]n3)C2)cc1C (stereo unspecified)
→ 1.9	·

Next part.
Sequence of screens: STK33 kinase inh	OX1R antag
- O=C(NCc1ccccc1)C(=O)c1cn(CC(=O)N2CCOCC2)c2ccccc12
→ 1.2	14
- Cc1cc(S(=O)(=O)Nc2ccc(C(=O)NCC(c3ccco3)N3CCCCC3)cc2)ccc1F (stereo unspecified)
→ ·	6
- O=c1[nH]nc2n1CCCCC2
→ -0.7	9
- Cc1ccnc(NC(=S)NC(=O)c2ccco2)c1
→ ·	17
- NC(=O)[C@H]1CC2(CC(c3cccc(NC(=O)COc4ccc(Cl)cc4)c3)=NO2)CN1C(=O)[C@H]1CCC(=O)N1 (stereo partly specified)
→ 0.0	8
- O=C(CN(C(=O)c1csnn1)c1ccc2c(c1)OCCO2)NCc1ccccc1
→ -4.6	18
- Cc1cc(C)n(-c2nnc(C)n2/N=C/c2ccccc2OCc2ccccc2Cl)n1
→ -0.6	19
- CCCC(=Nc1ccc(N)cc1)C1=C(O)C(C(=O)OC)C(C)(C)CC1=O (stereo unspecified)
→ 0.9	10
- O=C(Nc1ccc([N+](=O)[O-])cc1)C1(c2ccccc2)CCOCC1
→ 0.1	9
- O=C(COC(=O)CCC(=O)c1ccc2c(c1)OCCO2)NCc1ccc2c(c1)OCO2
→ -0.4	11
- Cc1ccc(-c2ccc(C(=O)Nc3ccccc3)o2)c2ccccc12
→ 0.0	35
- S=C(NC1CCCCC1)NC1CC2C=CC1C2 (stereo unspecified)
→ -1.8	22
- CCCC(=O)Nc1nnc(CC(=O)OCC)s1
→ -0.1	18
- CCN(CC)S(=O)(=O)c1ccc(C)c(NC(=O)Cc2ccc(S(=O)(=O)N3CCOCC3)s2)c1
→ -1.3	6
- CC(Sc1nc2c(c(=O)[nH]1)CCCC2)C(=O)Nc1ccccc1C#N (stereo unspecified)
→ 0.7	-1
- COc1ccc(-c2cc(C(F)F)n3ncc(C(=O)Nc4cnn(Cc5ccccc5)c4)c3n2)cc1
→ -1.3	12
- S=C(NCC1CCCO1)Nc1ccc(Cl)cc1Cl (stereo unspecified)
→ -0.2	20
- CN(C)c1ccc(S(=O)(=O)N2CCCCC2)cc1NC(=O)C1CSC2(C)CCC(=O)N12 (stereo unspecified)
→ -0.9	2
- COc1ccc(N/N=C/c2c(C(=O)O)ccc3ccccc23)cc1
→ 0.2	30
- O=C(OCn1nnc2ccccc2c1=O)c1ccc(S(=O)(=O)N2CCOCC2)cc1
→ 0.4	13
- COc1ccc(NC(=O)c2ccc(-c3nn(C)c(=O)c4ccccc34)cc2)cc1C(N)=O
→ 0.1	12
- O=C(COC(=O)COc1ccccc1[N+](=O)[O-])Nc1ccccc1Br
→ 0.0	40
- NS(=O)(=O)c1ccc(NC(=O)CCC(=O)N2CCOCC2)cc1
→ -1.2	8
- O=C(Sc1ccccc1)c1cccc(Cn2cc(C(F)(F)F)ccc2=O)c1
→ 0.6	0
- COC(=O)c1ccc(N)nc1
→ -0.1	6
- O=C(COC(=O)c1ccccc1NC(=O)c1ccco1)NCc1ccc2c(c1)OCO2
→ -0.3	40
- COc1cccc(NC(=S)N2CCC(c3ccc(C)cc3)C2)c1 (stereo unspecified)
→ -1.4	11
- CCN(CC(=O)NCc1cccs1)CC(=O)Nc1ccc(C(N)=O)cc1
→ -1.1	6
- COC(=O)c1sccc1NC(=S)Nc1ccc(F)cc1F
→ -1.0	8
- CN(C)/C=N/S(=O)(=O)c1ccc(Cl)c(Cl)c1
→ -3.5	2
- CCc1cccc(NC(=O)CCSCCC(=O)Nc2cccc(CC)c2)c1
→ -0.3	4
- O=C(Cn1c(SCC(=O)NC2CCCC2)nnc1-c1ccncc1)Nc1ccc2c(c1)OCO2
→ -0.4	31
- COC(=O)CSc1nc2cc(Cl)ccc2c(=O)n1C1CCCC1
→ -0.1	19
- Cc1ccc(F)c(NC(=O)CCOc2ccccc2C)c1
→ -0.5	-2
- Cc1cc(NC(=O)C(C)SCC(=O)N(Cc2ccccc2)c2ccccc2)no1 (stereo unspecified)
→ -1.1	37
- Cc1sc2nc(COC(=O)c3ccc(N4CCCC(C)C4)c([N+](=O)[O-])c3)[nH]c(=O)c2c1C (stereo unspecified)
→ 0.8	0
- NC(=O)c1ccccc1Nc1nc2nc3ccccc3c(=O)n2cc1Br
→ 3.0	19
- O=C(NN1C(=O)/C(=C/c2ccc(O)cc2)SC1=S)c1ccccc1O
→ -0.1	2
- Cc1cc(/C=N/NC(=O)c2cccc(F)c2)c(C)n1-c1ccccc1
→ 0.1	11
- Nc1ccc(Nc2nc3ccccc3[nH]2)cc1
→ -1.0	-3
- Cc1nc2c(sc3nc4c(cc32)COC(C)(C)C4)c(=O)n1Cc1ccccc1
→ 0.3	7
- COc1cccc(CCNC(=O)CCCC(=O)c2ccccc2)c1
→ -1.9	12
- c1ccc(-n2c(-c3ccco3)nnc2-c2ccco2)cc1
→ -1.2	10
- O=C(/C=C\c1ccc2c(c1)OCO2)NC1(C(=O)Nc2ccc3c(c2)OCO3)CCCCC1
→ -0.6	36
- Cc1nc(-c2ccc(S(=O)(=O)Oc3ccccc3Cl)s2)cs1
→ -6.5	6
- Cc1cc(C)n(CC(O)COc2c(C)cccc2C)n1 (stereo unspecified)
→ -3.2	8
- NC(=O)CC(NC(=O)Cc1ccc(Br)cc1)c1ccc(NC2CCCC2)c([N+](=O)[O-])c1 (stereo unspecified)
→ -2.6	21
- Cn1cc(S(=O)(=O)N2CCC3(CC2)OCCO3)c(=O)n(C)c1=O
→ 0.8	5
- O=C(CCl)Nc1cc2[nH]c(=O)[nH]c2cc1Br
→ 0.8	8
- O=C(NCCc1ccc(Cl)cc1)C1CCC(=O)N1Cc1ccc(F)cc1 (stereo unspecified)
→ -0.1	7
- Cc1cc(S(=O)(=O)N2CCCCC2CCNC(=O)C(=O)NCc2cccnc2)ccc1F (stereo unspecified)
→ -1.7	20
- CC(=O)C1C(c2ccc([N+](=O)[O-])cc2)c2c(noc2C)CC1(C)O (stereo unspecified)
→ -1.7	7
- Cc1ccc2c(c1)c(C)c(C)n2CC(O)CN1CCCCC1C (stereo unspecified)
→ 0.1	2
- COC(=O)c1ccc(Nc2nc(C)cc(=O)[nH]2)cc1
→ 0.8	20
- Cc1cccc(OCC(=O)N2CCN(C(=O)COc3ccc(Cl)cc3)CC2)c1
→ 1.0	15
- COc1ccc(C(=O)c2c3ccc(OC)cc3[n+]([O-])n2CCCC(N)=O)cc1
→ -3.7	40
- O=C(c1ccccc1Cl)N1CCN(c2ncccn2)CC1
→ -0.3	6
- Cc1nonc1NC(=O)c1ccc(Cl)c(S(=O)(=O)N2CCCCC2)c1
→ -2.0	16
- CC(C)(C)NC(=O)CSc1nc2cc(S(=O)(=O)N3CCCCC3)ccc2o1
→ -0.8	22
- Cc1ccc(C(=O)OCC(=O)c2ccc(Cl)s2)s1
→ 2.1	8

Later entries:
Sequence of screens: STK33 kinase inh	OX1R antag
- CCOc1ccc(Cl)cc1Nc1nc(NCCO)nc(N2CCCC2)n1
→ -0.1	12
- O=c1[nH]nc(CSCc2ccccc2Cl)[nH]1
→ -0.1	-6
- Cn1ccnc1SCC(=O)Nc1ccc2c(c1)COC2=O
→ -0.3	7
- COc1cccc(C(=O)NC(=S)Nc2ccccc2N2CCCCC2)c1
→ -0.2	15
- Cc1cc(NC(=O)Nc2ccc(F)c(Cl)c2)no1
→ -1.0	16
- CC(C)Cc1nnc(NC(=O)CCc2c[nH]c3ccccc23)s1
→ -0.4	12
- Cc1ccc(S(=O)(=O)N2CCOCC2)s1
→ -1.9	4
- CCCCN(C)C1CCN(C(=S)Nc2cccc(SC)c2)CC1
→ -2.8	18
- O=C(c1ccco1)N(CCCN1CCOCC1)c1nc(-c2ccc(F)cc2)cs1
→ 0.1	20
- COc1ccc(S(=O)(=O)N2CCCC2)c(C)c1C
→ -1.3	22
- O=C(Nc1ccccc1)C(Cc1cccs1)c1nn[nH]n1 (stereo unspecified)
→ -1.6	2
- O=C(CSc1nnc(COc2ccccc2)o1)N1CCOCC1
→ -1.7	11
- O=C1[C@H]2[C@H](ON3CCCC[C@H]23)C(=O)N1c1ccc(Cl)cc1
→ -1.7	21
- N#Cc1ccc(OCCOCCNC2CCCC2)cc1
→ -1.8	7
